697 NFkB inh: inhibitors of PMA/ionomycin-induced NF-kB reporter, 697 cells, primary screen, B-cell NF-kB inhibitor project, cell-based, luminescence, uHTS; inhibition, % at 4 µM; 330,000 tested, 0.33% active; 697 B-cell NF-kB luciferase reporter, 16 h; AID 435022, 2010; in the data active = inhibition above about 35%
APJ antagonist: antagonists of human apelin receptor APJ, primary screen, CHO-K1 cells, beta-arrestin complementation, luminescence | P35414 | inhibition, % at 20 µM | 330,000 tested, 0.32% active;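 active = inhibition above about 40% at 20 µM, limit read from the data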;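 note: cells challenged with 10 nM apelin-13 agonist together with compound; plate controls were apelin-13 plus DMSO wells for no effect and DMSO wells lacking apelin-13 for full effect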
APJ agonist: agonists of human apelin receptor APJ, primary screen, CHO-K1 cells, PathHunter beta-arrestin, luminescence; P35414; 0% DMSO wells, 100% apelin; activation, % at 20 µM; 330,000 tested, 0.11% active; AID 2520, 2010;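 active = activation more than six SD over the plate average, tested at 20 µM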;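 note: 0% = DMSO alone and 100% = apelin-13 at 10 nM; some results filed as inactive read as strong as hits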
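Test system: CHO-K1 APJ beta-arrestin complementation cell line | Compound: Single test compound dose, 20 µM final, 1% DMSO | Incubation: Compound 90 min 25 °C, reagent 1 h | Measured by: beta-gal luminescence | Read-out basis: APJ–arrestin association signal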
UPR CHOP act: activators of apoptotic CHOP UPR arm, primary screen, cell-based, CHO-CHOP luciferase reporter, luminescence, uHTS | UPR activation; percent of tunicamycin response over DMSO baseline | activation, % at 10 µM | AID 449763, 2010 | 330,000 tested, 0.34% active;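 active = at 10 µM dose, activation of 40% or more, normalized to positive control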;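 note: 100% = tunicamycin at 10 µg/mL and 0% = DMSO alone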
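Test system: CHO CHOP reporter cells. Input: 500 CHO-CHOP cells per well. Medium: F12 with 10% FBS. Technique: luciferase luminescence. Measure: percent activation relative to tunicamycin control. Dosing: 10 µM compound, 0.5% DMSO. Timing: 16-18 h cell attachment, then 6 h compound exposure, 37 °C.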
XBP1 UPR activ: activators of adaptive XBP1 UPR arm, primary screen, cell-based, CHO-XBP1 luciferase reporter, luminescence, uHTS; IRE1-XBP1 UPR activation; percent of tunicamycin response, DMSO as zero; activation, % at 20 µM; 330,000 tested, 0.33% active; AID 463104, 2010;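 active = versus positive control, 20 µM dose yields 30% or more activation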;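 note: 100% = tunicamycin at 10 µg/mL and 0% = DMSO only wells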
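Material: IRE1-XBP1 luciferase reporter CHO line / Quantity: one thousand reporter cells per well / Buffer or medium: F12 with 10% serum / Compound: 20 µM single concentration, DMSO 1% / Times: 6 h treatment, 37 °C / Detection: Steady-Glo luciferase glow luminescence, 10 min after reagent addition / Benchmarks: tunicamycin high, DMSO low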
Mdm2-MdmX inh: inhibitors of human Mdm2-MdmX association, primary screen, cell-based, luminescence, split luciferase, SaOS-2, uHTS; inhibition, % at 8 µM; Protein Mdm4 (Homo sapiens) + E3 ubiquitin-protein ligase Mdm2 (Homo sapiens), …; 330,000 tested, 3% active; SaOS-2 split-luciferase Mdm2/MdmX complementation; AID 485346, 2010;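 active = inhibition of at least 50% at 8 µM in the primary screen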
Target sequence (O15151 whole entry, looked up): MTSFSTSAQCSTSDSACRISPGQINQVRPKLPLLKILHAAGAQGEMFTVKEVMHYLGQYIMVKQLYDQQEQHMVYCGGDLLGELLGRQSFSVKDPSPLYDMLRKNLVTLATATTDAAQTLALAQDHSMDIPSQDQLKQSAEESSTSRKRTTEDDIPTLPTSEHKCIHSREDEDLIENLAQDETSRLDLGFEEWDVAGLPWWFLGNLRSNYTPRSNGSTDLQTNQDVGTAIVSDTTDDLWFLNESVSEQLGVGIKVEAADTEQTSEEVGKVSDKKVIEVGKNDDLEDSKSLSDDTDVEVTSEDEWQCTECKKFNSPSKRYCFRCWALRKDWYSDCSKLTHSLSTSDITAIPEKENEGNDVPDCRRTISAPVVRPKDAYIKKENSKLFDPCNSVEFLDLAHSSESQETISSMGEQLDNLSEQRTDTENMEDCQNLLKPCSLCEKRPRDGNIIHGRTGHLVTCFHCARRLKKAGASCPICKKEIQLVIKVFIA
Target sequence (Q00987 whole entry, looked up): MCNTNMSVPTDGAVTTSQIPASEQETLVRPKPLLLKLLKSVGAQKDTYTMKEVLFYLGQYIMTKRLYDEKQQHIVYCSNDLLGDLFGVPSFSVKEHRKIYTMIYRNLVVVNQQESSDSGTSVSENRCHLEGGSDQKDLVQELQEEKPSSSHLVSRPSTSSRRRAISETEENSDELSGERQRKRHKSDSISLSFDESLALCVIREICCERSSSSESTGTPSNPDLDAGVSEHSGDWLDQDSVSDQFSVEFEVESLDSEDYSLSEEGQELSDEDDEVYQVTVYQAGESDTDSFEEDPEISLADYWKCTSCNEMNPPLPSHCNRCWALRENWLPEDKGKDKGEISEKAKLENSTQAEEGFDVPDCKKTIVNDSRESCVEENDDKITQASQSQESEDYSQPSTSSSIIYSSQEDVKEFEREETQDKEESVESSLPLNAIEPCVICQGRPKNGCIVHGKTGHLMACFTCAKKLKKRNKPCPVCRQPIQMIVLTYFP
tim23-1 inh: growth inhibitors of tim23-1 mutant yeast, primary screen, luminescence, uHTS. S. cerevisiae tim23-1 growth, BacTiter-Glo luminescence, 24 h. inhibition, % at 20 µM. 330,000 tested, 1.3% active;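 active = growth inhibition of the mutant yeast at or above 50%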;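 note: temperature-sensitive mutant grown at 25 °C; plate controls were DMSO-treated mutant yeast for no effect and medium wells lacking yeast for full effect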
Jurkat NFkB inh: inhibitors of induced NF-kB luciferase reporter, primary screen, TCR NF-kB activation inhibitor project, cell-based, luminescence, uHTS. Jurkat, PMA/ionomycin-induced NF-kB luciferase reporter. inhibition, % at 4 µM. 330,000 tested, 0.53% active; in the data active = inhibition above about 50%
* hit, by the source's call. The order is random. Share with any hit: about 5%.

SMILES	697 NFkB inh	APJ antagonist	APJ agonist	UPR CHOP act	XBP1 UPR activ	Mdm2-MdmX inh	tim23-1 inh	Jurkat NFkB inh
COc1cccc2c1Oc1ncccc1N(C(=O)CCC(=O)NCc1ccccc1Cl)C2	-5	17	1	-0.1	3	14	11	20
CCc1cccc2c(C#N)cn(CCOc3ccccc3OC)c12	-19	-10	-2	0.2	-3	-9	8	13
COc1cc(CN2CCN(CC3CC3)CC2CCO)cc(OC)c1 (centres undefined)	13	3	-1	-1.2	-4	9	-14	-4
O=C(NS(=O)(=O)Oc1cccc(F)c1)OC[C@@H]1CCCN2CCCCC12 (some centres undefined)	1	10	-2	-1.0	2	-23	5	-2
CCOCCCNC(=S)N1C2CCC1CC(NC(=O)Nc1ccc(C(=O)OCC)cc1)C2 (centres undefined)	-10	5	-1	-1.3	-1	22	3	-6
CN(C)c1nnnn1-c1ccc(Cl)cc1Cl	8	11	-4	0.0	2	-20	1	-1
Cc1cc(C)cc(OCC(=O)N2CCc3ccccc3C2)c1	-15	-8	0	1.5	-3	10	20	9
COc1cc(NC(=O)c2cccs2)c(OC)cc1NC(=O)c1ccco1	5	0	-3	0.6	-3	22	8	11
Cc1ccc2c(c1)NC(=O)CC(c1ccccc1)=N2	-8	-11	0	3.0	0	-15	12	-20
c1ccc2c(-n3cccn3)cccc2c1	-15	-13	-3	3.2	2	30	-5	-29

Just XBP1 UPR activ, for some of the entries so far:
| structure | XBP1 UPR activ |
| --- | --- |
| COc1cc(NC(=O)c2cccs2)c(OC)cc1NC(=O)c1ccco1 | -3 |
| Cc1ccc2c(c1)NC(=O)CC(c1ccccc1)=N2 | 0 |

(more compounds)
SMILES	697 NFkB inh	APJ antagonist	APJ agonist	UPR CHOP act	XBP1 UPR activ	Mdm2-MdmX inh	tim23-1 inh	Jurkat NFkB inh
O=C(NCc1nc(-c2ccccc2)no1)c1cccs1	4	-13	-2	-0.6	-2	5	8	2
COc1ccc(/C=N/NC(=O)c2cc(-c3ccccc3OC(C)C)nc3ccccc23)cc1CN1CCOCC1	4	-15	1	1.9	-2	-2	15	8
CC(C)C(=O)Nc1c(-c2ccccc2)c(=O)c2ccccc2n1C	16	17	0	-2.0	0	22	1	12
Fc1ccc2nc(C3CCN(Cc4nc(CC5CC5)no4)CC3)[nH]c2c1	17	26	-2	-0.4	0	-4	9	-5
OC(CN1CCN(c2ccccc2)CC1)Cn1c2ccccc2c2ccccc21 (centres undefined)	-25	-8	-2	0.9	-3	-13	48	-11
COc1ccc(C2=NN(C(=O)c3cccc([N+](=O)[O-])c3)C(c3cccc([N+](=O)[O-])c3)C2)cc1 (centres undefined)	10	-7	6	-0.3	0	-9	29	-21
CCCCOc1ccc(CN2CCCCC2)cc1	-6	-10	0	-0.8	3	1	-8	-28
N#C/C(=C(/O)COC(=O)c1ccc2c(c1)OCCO2)c1nc2ccccc2[nH]1	12	0	6	3.7	0	12	-5	-2
CC1CC(C)CN(S(=O)(=O)c2cccc(C(=O)N3CCN(c4ccc(F)cc4)CC3)c2)C1 (centres undefined)	10	5	-3	0.6	-3	31	28	-1
Cc1ccc2nc(NC3=NC(CC(=O)O)C(=O)N3)nc(C)c2c1 (centres undefined)	16	14	-3	-0.1	0	12	5	21
CCOc1ccccc1-n1c(C)nc2cc(C(=O)O)ccc21	17	-2	-5	-0.1	0	24	7	-19
Cc1ccc(NC(=O)C2=C(c3ccccc3)S(=O)(=O)CCS2(=O)=O)cc1	-79	21	5	-10	-8	95*	26	63*
O=C(Cc1c(F)cccc1Cl)NNC(=O)Nc1ccc2c(c1)OCO2	24	3	-6	1.1	-7	25	4	10
Cc1cc(C(=O)NNS(=O)(=O)c2ccc(C(C)(C)C)cc2)nn1C(C)(C)C	-5	-1	-1	-0.2	-1	0	22	-6
C=CCSc1nc2c(c(C3CC=CCC3)c1C#N)CCC2 (centres undefined)	8	-2	-8	1.1	-1	-17	35	2
CC(=O)c1ccc(NS(=O)(=O)c2ccc(N)cc2)cc1	-2	-5	0	1.4	1	2	9	-14
Cc1cccc(C)c1-n1c(C)nn(Cc2ccc([N+](=O)[O-])cc2)c1=O	2	-8	0	0.3	1	18	0	13
CCn1c(=O)cc(SCC(=O)NCCC2=CCCCC2)c2ccccc21	21	-5	1	0.7	-1	18	27	-6
C/C=C(\C)CN1CCC(n2nccc2NC(=O)CCCc2ccccc2)CC1	17	-6	-8	-0.2	-1	8	20	16
Cc1ccsc1C(=O)N[C@@H](C)c1nnc2ccccn12	-1	8	-4	2.6	-1	37	10	1
COc1ccc(C(NC(=O)/C=C\c2ccco2)c2ccc(OC)c(OC)c2)cc1 (centres undefined)	16	-3	-4	1.3	-3	5	-1	8
CSC1=N/C(=C\c2ccc(C)cc2)C(=O)S1	8	1	-4	-1.7	1	-9	61*	-1
Cc1cccc(C(=O)NCC(=O)NCCCSc2ccccc2)c1	10	11	-6	-1.5	3	20	22	9
CC(=O)N1N=C(c2ccc(C)cc2)CC1c1ccco1 (centres undefined)	-12	-49	0	4.9	3	-5	20	-8
CC(=O)c1ccc(OCc2cc(C(=O)NC(C)Cc3ccccn3)no2)cc1 (centres undefined)	6	-4	5	1.0	-3	-2	-5	17
O=C(Nc1ccc(Br)cc1)C1CCN(C(=O)c2ccco2)CC1	-25	-14	-2	-0.7	2	-1	6	-21
CC1CCN(S(=O)(=O)c2nnc(NC(=O)COc3ccccc3)s2)CC1	2	-3	-5	-0.1	-3	-1	8	-1
COC(=O)c1ccc(C(=O)OC)c(NC(=O)CSc2nnc(-c3ccccc3Cl)o2)c1	6	6	-4	-2.2	-3	-10	-1	-10
COc1ccc(CCNC(=O)CC(c2ccccc2)c2cccc(C)c2O)cc1OC (centres undefined)	-16	-8	0	0.0	-2	-28	17	5
CCN(C(=O)COC(=O)c1cccc(NS(=O)(=O)c2ccc(F)c(F)c2)c1)C1CCS(=O)(=O)C1 (centres undefined)	1	9	-3	-1.8	-3	-1	-1	4
CCOC(=O)C1(Cc2ccc(Cl)cc2)CCN(Cc2ccon2)CC1	-1	19	-1	1.0	-2	6	16	-2
Cc1cc(NC(=O)CSc2nnc3c(C)cc4c(C)ccc(C)c4n23)no1	-34	12	-3	-0.5	0	66*	21	59*
COc1cc(C2NC(=O)NC(C)=C2C(=O)OCC2CCCCC2)cc(Cl)c1O (centres undefined)	-4	-27	2	3.5	-2	4	5	10
COc1ccccc1N(CC(O)Cn1ccnc1C)S(=O)(=O)c1ccccc1 (centres undefined)	-20	-7	0	-1.4	0	-13	14	6
Cc1cc(NC(=O)C(C)(C)C)no1	16	11	-7	-2.3	-2	19	18	26
COC(=O)c1[nH]c(C)c(/C(O)=C2\C(=O)C(=O)N(CCN3CCOCC3)C2c2ccco2)c1C (centres undefined)	-13	-4	2	0.0	-1	19	-2	3
CCOc1ccc(C(=O)Nc2c3c(nn2-c2ccc(F)cc2)CS(=O)C3)cc1 (centres undefined)	12	4	-2	-1.2	-1	22	3	4
CN(CC(=O)Nc1cccc(C#N)c1)Cc1ccc(Cl)cc1	15	4	-3	-0.7	-4	2	28	1
COCCNC(=O)CSc1nnc(-c2ccccc2F)n1Cc1ccccc1	-10	8	-3	1.1	-2	2	-7	-1
Cc1ccc2c(Cl)c(C(=O)NC3CC3)sc2c1	-109	9	-4	4.5	-1	-103	1	-120
CN1CCCC2(CCCN(Cc3nc(Cc4cccc(C(F)(F)F)c4)no3)C2)C1 (centres undefined)	-50	8	-5	0.0	-2	-8	20	-29
Cc1ccc(NC(N)=S)cc1C	18	17	-3	0.0	-3	14	-2	1
O=C(CCCNC(=O)c1ccc(Cl)cc1)NCc1ccccc1F	-17	11	0	1.5	3	9	-1	9
COc1cccc(NC(=O)C2C3C=CC4(O3)C2C(=O)N(CCCN2CCC(C)CC2)C4C(=O)NC2CCCCC2)c1 (centres undefined)	10	14	1	2.6	-3	14	-2	16
O=C(CCn1cccc1)NCCc1ccc(Cl)cc1	9	2	-6	-3.4	-3	24	1	17
COc1ccc(-n2nc3c(N4CCC(C(=O)N5CCC(C)CC5)CC4)nnc(C)c3c2C)cc1	-21	-30	-4	1.2	0	14	1	36
CCn1c2c(c(=N)c3c1CCC3)CCC2	10	-5	1	0.6	2	3	9	13
Cc1ccc(C)c(NC(=S)NCC(c2ccccc2)N(C)C)c1 (centres undefined)	-4	13	-1	-1.9	3	-4	19	-5
O=C(CN1CCN(S(=O)(=O)c2ccccc2)CC1)Nc1ccc2c(c1)CCC2	-20	-35	-3	1.2	-1	10	32	-4
COc1ccc(CCNC(=O)CN2c3cccc4cccc(c34)S2(=O)=O)cc1OC	-3	1	-2	0.4	-2	-9	13	6

In another format: two of the compounds above.
Results follow in this order: 697 NFkB inh | APJ antagonist | APJ agonist | UPR CHOP act | XBP1 UPR activ | Mdm2-MdmX inh | tim23-1 inh | Jurkat NFkB inh
- CC1CC(C)CN(S(=O)(=O)c2cccc(C(=O)N3CCN(c4ccc(F)cc4)CC3)c2)C1 (centres undefined)
  10 | 5 | -3 | 0.6 | -3 | 31 | 28 | -1
- Cc1cc(NC(=O)C(C)(C)C)no1
  16 | 11 | -7 | -2.3 | -2 | 19 | 18 | 26

Other compounds:
SMILES	697 NFkB inh	APJ antagonist	APJ agonist	UPR CHOP act	XBP1 UPR activ	Mdm2-MdmX inh	tim23-1 inh	Jurkat NFkB inh
COc1cc(OC)cc(C(C(=O)NCc2ccccc2)N(Cc2ccco2)C(=O)c2ccno2)c1 (centres undefined)	5	15	-2	-2.0	-3	13	9	-4
NC(=O)c1ccccc1NC(=O)c1ccc2ccccc2c1	-224	6	1	5.2	-5	-146	17	-175
Cc1cc(Br)c(NC(=O)COC(=O)c2ccc[n+]([O-])c2)c(Br)c1	7	9	-1	-0.7	0	-7	9	-4
Nc1c(C(=O)N/N=C/c2ccc(OCc3ccccc3)cc2)cnn1-c1ccccc1	-2	-8	-6	2.8	3	34	3	1
Cn1c(=O)c2cn3c(c2n(C)c1=O)C(c1ccccc1)CC(c1ccccc1)=N3 (centres undefined)	-17	-16	5	0.1	1	-15	7	-16
O=[N+]([O-])c1ccc2nc(C(O)C(O)c3nc4ccc([N+](=O)[O-])cc4[nH]3)[nH]c2c1 (centres undefined)	2	-4	0	-2.1	-5	-38	-8	-3
CCCN1CCN(CCCNC(=O)C(CC)n2nc(C)c3sc4ccccc4c3c2=O)CC1 (centres undefined)	-8	14	2	1.5	3	-15	2	9
Cc1ccnc(NC(=O)COC(=O)c2ccc(F)cc2F)n1	10	-13	-3	2.0	0	3	2	0
COc1cc(C2Nc3ccccc3C(=O)N2c2ccccc2)c(Br)cc1OCC(=O)O (centres undefined)	-5	-2	-2	1.0	-1	-29	2	-11
CC(=O)Nc1ccc(SCC(=O)N(CCC#N)c2ccc(C)cc2)cc1	34	-5	-1	-3.2	-2	13	15	16
CCC(C)N1C(=O)C2C(C(=O)Nc3cccc(OC)c3)C3C=CC2(O3)C1C(=O)NC1CCCCC1C (centres undefined)	18	-1	-6	0.6	-3	8	7	-1
CC(C)CC(NC(=O)c1ccccc1NC(=O)c1ccccc1)C(=O)O (centres undefined)	3	6	-3	-0.1	-1	-8	11	2

Source: PubChem
